BAP1 block = inhibitors of BAP1 deubiquitinase, primary screen, biochemical, Ub-AMC fluorescence, kinetic; Ubiquitin carboxyl-terminal hydrolase BAP1 (Homo sapiens), Q92560; 72,000 tested, 0.48% active; recombinant BAP1, Ub-AMC hydrolysis fluorescence kinetic; stronger effect = lower value; activity remaining (% of control), % at 20 µM;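 active = activity remaining at or below 50% of control, provided the compound also passes the data quality filters; inactive = the rest, including low values that fail the filters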;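 note: 100% = DMSO wells rate and 0% = substrate alone blank rate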
HePTP inh = inhibitors of human HePTP phosphatase, primary screen, biochemical, absorbance, leukemia target; inhibition, % at 20 µM; recombinant HePTP phosphatase activity, OD absorbance; Tyrosine-protein phosphatase non-receptor type 7 (Homo sapiens), P35236; 110,000 tested, 0.64% active; in the data active = inhibition above about 50%;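 note: plate controls were vehicle for no effect and reference inhibitor for full effect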
Target sequence (P35236 whole entry, looked up): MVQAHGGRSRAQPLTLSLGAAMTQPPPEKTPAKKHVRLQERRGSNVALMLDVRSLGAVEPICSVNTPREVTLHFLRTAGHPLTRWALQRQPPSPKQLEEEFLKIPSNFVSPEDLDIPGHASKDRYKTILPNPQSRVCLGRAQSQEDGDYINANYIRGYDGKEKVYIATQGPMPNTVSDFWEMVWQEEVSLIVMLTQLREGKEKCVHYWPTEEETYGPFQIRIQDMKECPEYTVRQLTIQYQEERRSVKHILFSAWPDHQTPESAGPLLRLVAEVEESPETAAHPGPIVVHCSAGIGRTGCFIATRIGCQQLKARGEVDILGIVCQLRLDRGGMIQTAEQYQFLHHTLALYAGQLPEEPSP
Starred values were filed as active, the others as inactive; / = not tested or not shown.

mol	BAP1 block	HePTP inh
COC(=O)c1cc(NC(=O)c2c(-c3ccccc3Cl)noc2C)cc(C(=O)OC)c1	/	9
CN(C)c1ccc(/C=C2\SC(=S)N(c3cccc(C(=O)O)c3)C2=O)cc1	/	104*
CCCC(=O)N1CCN(c2ccc(C(C)=O)cc2F)CC1	/	-18
Cc1cc(OCC(=O)N2CCN(c3ccccn3)CC2)ccc1Br	/	-7
C=CCOC(=O)C1=C(C)NC(=O)NC1C1CC=CCC1 (stereo not drawn)	95	-8
COc1ccc(-c2csc(N3CCN(C(=O)c4ccco4)CC3)n2)cc1	93	-11
Cc1cccc(-c2noc(CN(C(=O)c3ccc(Br)o3)C(C)C)n2)c1	80	0
CCOc1ccc(NC(=O)CC2S/C(=N\N=C(/C)c3cccc(NC(C)=O)c3)NC2=O)cc1 (stereo not drawn)	/	-6
COc1ccc(/C=C2/C=C(c3ccc(OC)c(OC)c3)OC2=O)cc1OC	/	-7
COC(=O)C1=C(C)NC2=C(C(=O)CCC2)C1c1ccc(OC)cc1 (stereo not drawn)	131	/
O=C(NCc1ccncc1)C12CC3CC(CC(C3)C1)C2	94	9
O=C(c1cnn2c1NC(c1ccc(Br)cc1)CC2C(F)(F)F)N1CCN2CCCC2C1 (stereo not drawn)	105	3
CC(=O)Nc1ccc(NC(=O)c2ccc(N3C(=O)c4ccc(C(=O)Nc5ccc(NC(C)=O)cc5)cc4C3=O)cc2)cc1	/	11
O=C(COc1ccc(Cl)cc1Cl)NC(=O)N1CCCCC1	87	9
O=S(=O)(NC(c1cccs1)C(Cl)(Cl)Cl)c1ccc(Cl)cc1 (stereo not drawn)	/	7
CCOC(=O)N1CCN(C(=O)c2cccc(NC(=O)c3ccco3)c2)CC1	123	8
Cc1nc2ccccc2n1S(=O)(=O)c1ccc(Cl)cc1Br	/	-4
O=C(Nc1nn(Cc2ccccc2F)cc1Br)c1cccs1	102	-6
Cc1cc(C)nc(/N=C(/N)N2CCCc3ccccc32)n1	/	-8
CCc1cccc(C)c1NC(=O)CCOc1ccccc1	/	-3
Cc1ccc(N2C(=O)NC(=O)/C(=C\c3ccsc3)C2=O)cc1	/	-8
CCCS(=O)(=O)N1CCN(Cc2ccc(OCc3ccccc3)c(OC)c2)CC1	95	-6
COc1ccc(NC(=O)c2cc(-c3cc(C)ccc3O)n[nH]2)cc1Cl	70	6
Cn1c(=O)n(Cc2ccc(F)cc2)c(=O)c2c1nc1n2CCCN1Cc1ccccc1	95	8
C=CCNC(=O)C(=O)Nc1cc(OC)ccc1OC	/	3

Given with two lines to a compound: entries from further up
Order of values: BAP1 block | HePTP inh
> O=C(COc1ccc(Cl)cc1Cl)NC(=O)N1CCCCC1
  87 | 9
> COc1ccc(-c2csc(N3CCN(C(=O)c4ccco4)CC3)n2)cc1
  93 | -11

Continuation.
mol	BAP1 block	HePTP inh
CCN(CC)CCOc1c(Cl)cccc1Cl	/	1
O=C(Nc1nccs1)c1ccc([N+](=O)[O-])s1	78	/
COc1ccccc1N(CC(=O)NC1CCCC1)C(=O)CCC(=O)Nc1cc(C)on1	101	-4
CCOC(=O)C(NC(=O)c1ccc(OC)cc1)(OCC1(CC)COC1)C(F)(F)F (stereo not drawn)	93	3
CC(C)N1C(=O)/C(=C/C=C/c2ccc([N+](=O)[O-])cc2)SC1=S	/	-24
O=C(Nc1ccccc1)N1CCCN(Cc2ccccc2F)C1	97	-2
CCOc1ccc2c(c1)sc(=NC(=O)c1c(OC)cccc1OC)n2C	156	/
Cc1ccc(CNC(=O)CN(Cc2ccccc2)S(=O)(=O)c2ccc(C)cc2)cc1	/	-14
COc1ccc(-n2c(SCC(=O)c3ccccc3)nc3sc4c(c3c2=O)CCC4)cc1	/	-4
Cc1ccc(NCCCC(=O)N/N=C/c2cccs2)cc1	/	1
Cc1cc(C(=O)NCc2cccs2)c(C)o1	71	4
CCOC(=O)c1c(-c2ccc(C(C)C)cc2)csc1N	/	-8
O=C(c1cnn2c(C(F)(F)F)cc(-c3ccco3)nc12)N1CCN(C(c2ccccc2)c2ccccc2)CC1	/	5
CCOc1ccccc1CNC(=O)C1CCC(=O)N1C(C)C (stereo not drawn)	110	6
CCOc1ccc(/C=C2\SC(=S)N(CCC(=O)Nc3ccccn3)C2=O)cc1	/	3
CC(C)=CCc1c(C)nc2ccccc2c1C(=O)O	86	8
Cc1cc(C)c(C(N)=O)c(Nc2cccc(Cl)c2C)n1	91	4
CCOC(=O)C(C(C)=O)c1nc(C)nc2c1nnn2Cc1ccccc1Cl (stereo not drawn)	101	-5
COc1ccc(-n2nc3cc(C)c(NC(=O)c4cc(Cl)c(OC)c(Cl)c4)cc3n2)cc1	/	6
COCCCn1c(SCC(=O)NC2CCCCC2)nnc1-c1ccncc1	101	2
CCn1c(/N=C/c2ccc(OC)c3cccc(OC)c23)nc2ccccc21	/	-7
O=C(c1ccc(-c2nnc(-c3ccccc3)o2)cc1)N1CCCCCC1	94	1
O=C1c2ccc3c4c(ccc(c24)C(=O)N1/N=C/c1ccco1)CC3	/	26
Cc1ccc(C(O)(c2ccccc2)c2nc3ccccc3n2C(C)C)cc1 (stereo not drawn)	/	0
CCCCOc1ccc(-c2cc(C(=O)O)c3ccccc3n2)cc1	/	6
CC1CCN(C(c2ccc(N(C)C)cc2)c2nnnn2Cc2ccccc2)CC1 (stereo not drawn)	63	6
CC(C)(C)c1nnc(NC(=O)CSc2ncn[nH]2)s1	/	9
Cc1cc(-c2ccccc2)nc(=O)[nH]1	101	11
CCOC(=O)N1CCC(Nc2c(N3CCN(c4cc(Cl)ccc4C)CC3)c(=O)c2=O)CC1	79	6
COc1ccc(NC(=O)c2ccc(I)cc2)cc1Cl	/	6
CCN(CC)S(=O)(=O)c1cccc(C(=O)Oc2cccnc2)c1	121	0
CCc1cccc(NC2c3ccccc3C(=O)N2c2cccnc2)c1 (stereo not drawn)	91	-8
Cc1ccc(C2c3c(oc4ccc(C)cc4c3=O)C(=O)N2CCCN2CCOCC2)cc1 (stereo not drawn)	105	7
COCCn1nnnc1CN1CCC(Cc2ccccc2)CC1	96	3
COc1ccc(NC(=O)CN(C)S(=O)(=O)c2cccs2)cc1	92	-6
CN1C(=O)c2ccccc2C(C(=O)O)C1c1cccc(F)c1 (stereo not drawn)	100	1
O=C(NCc1cccnc1)C(O)(c1ccccc1)c1ccccc1	/	10
O=C1C=CC(=NOC(=O)c2ccccc2Br)C=C1	/	9
COc1ccccc1N(CC(=O)Nc1ccccc1C)S(C)(=O)=O	103	-10
O=C(NCC1(c2ccccc2)CCOCC1)C1(c2ccccc2)CCOCC1	/	7
COCCNC(=O)C1CC(=O)N(C2CCCCC2)C1 (stereo not drawn)	90	0
O=C(CSc1ncccn1)N/N=C/c1ccc(F)cc1	/	6
O=C(NCCCN1CCCCC1)C1(S(=O)(=O)c2ccc(Cl)cc2)CC1	92	7
CC(=O)NC1=NC(=O)/C(=C\c2ccc(-c3ccccc3C(=O)O)o2)S1	/	51*
c1ccc(-c2cc(-c3ccccc3)[nH]n2)cc1	/	-14
C(=C\CSc1cccc2cccnc12)/CSc1cccc2cccnc12	/	8
COc1cc2cc(CN(C(=O)NC3CCCCC3)C3CCCC3)c(=O)[nH]c2cc1OC	175	-1
CCOc1cc2oc(=O)c(CC)c(C)c2cc1CC	/	-5
COc1ccccc1CC(=O)N1CCCCC1	76	/
O=c1cc(NCc2ccc3c(c2)OCO3)[nH]c(=O)n1-c1ccc(Cl)cc1	93	0

(cont.)
mol	BAP1 block	HePTP inh
COc1ccc(OC)c(N(CC(=O)N2CCN(c3cc(Cl)ccc3C)CC2)S(C)(=O)=O)c1	134	8
COc1ccc(-n2nc3cc(C)c(NC(=O)c4cc(Cl)ccc4OC)cc3n2)cc1	571	8
CCOC(=O)C1=C(C)N=c2s/c(=C\c3cccc(O)c3)c(=O)n2C1c1cc(Br)c(OC)cc1OC (stereo not drawn)	/	-3
O=C1CC(c2ccco2)Cc2nc(Nc3ccc(F)cc3)ncc21 (stereo not drawn)	57	3
CCc1ccccc1NC1=C(Cl)C(=O)N(c2ccc(C)cc2C)C1=O	/	-1
O=C1OC(c2ccccc2)=C/C1=C/c1ccc2c(c1)OCO2	/	-20
CCOC(=O)CSc1nc2cc(C(=O)NCc3ccco3)ccc2c(=O)n1-c1ccc(F)cc1	58	-4
O=C1CC(c2ccccc2)CC(O)=C1C=Nc1ccc(F)cc1 (stereo not drawn)	/	-16
CC(C)(C)c1nc2scc(-c3cccs3)c2c(=O)o1	99	8
Nc1c(NCCC2=CCCCC2)c(=O)[nH]c(=O)n1Cc1ccccc1	83	11
C=CCOn1c(=O)c(-c2cc3ccccc3o2)[n+]([O-])c2ccccc21	88	8
C/C(=N\NC(=O)c1cc(C2CC2)[nH]n1)c1ccc([N+](=O)[O-])cc1	/	7
O=c1cnnc(N/N=C/c2ccccc2[N+](=O)[O-])[nH]1	/	8
O=C(CCC1COc2ccccc2O1)NCC1COc2ccccc2O1 (stereo not drawn)	113	5
O=C1S/C(=C/c2ccccc2F)C(=O)N1CNc1cccc(C(F)(F)F)c1	/	7
O=[N+]([O-])c1c(N2CCCC2)ncnc1N1CCCC1	80	12
Cc1ccc(-c2nnc(-c3ccc4c(c3)OCO4)o2)cc1C	/	3
O=C(CSCc1ccc(Br)cc1)Nc1ccc(I)cc1	/	-4
COc1ccc(-c2noc(CCC(=O)N3CCN(c4cc(C)ccc4C)CC3)n2)cc1	/	2
Cc1c(Cl)cccc1-n1ncnc1-c1ccccc1Cl	/	10
CC1(C)CC(=O)C(C(C2=C(O)CC(C)(C)CC2=O)c2ccc(OCc3ccccc3)cc2)C(=O)C1 (stereo not drawn)	/	0
COc1ccc(N2CCN(c3ncnc4c3cnn4-c3ccc(C)cc3C)CC2)cc1	120	4
CCOC(=O)N1CCN(C(=O)CSc2nnc(-c3ccc(C(C)(C)C)cc3)o2)CC1	91	2
Cc1ccc(S(=O)(=O)N2CCC(C(=O)Nc3ccccc3N3CCCCC3)CC2)cc1	83	-1
CCC(C)(C)NC(=O)CC(c1ccc(OC)cc1)n1cccc1 (stereo not drawn)	95	-7
O=C(CN1C(=O)C2C3C=CC(C3)C2C1=O)NCCc1ccccc1 (stereo not drawn)	98	4
COc1ccccc1N1C(=O)c2ccc(C(=O)Nc3ccc(Br)cc3)cc2C1=O	/	9
CCN(CC)S(=O)(=O)c1ccc(Cl)c(C(=O)NC)c1	88	3
COc1ccc(S(=O)(=O)Nc2ccc(C)cc2C)cc1Br	/	8
Cc1ccccc1NC(=O)C(=O)NCCN1CCNCC1	/	7
COc1ccc(OC)c(CN2CCN(C(=O)c3ccc(-c4ccccc4)cc3)CC2)c1	/	-3
CSC(=N)N	95	/
COc1cc(C=C2C(=O)NC(=O)NC2=O)ccc1OS(=O)(=O)c1ccc([N+](=O)[O-])cc1	/	6
Cc1nnc(N/N=C/c2c(O)ccc3ccccc23)n1N	/	-3
CCOC(=O)C1CCN(C(=O)c2ccc(C#Cc3ccccc3)cc2)CC1	/	-14
CCC(=O)Nc1c(C(=O)N2CCCCCC2)cnn1-c1ccc(C)c(C)c1	78	3
COc1cccc(OCCn2c(=O)c3cc4c(=O)n(CCOc5cccc(OC)c5)c(=O)c4cc3c2=O)c1	/	-2
CC12c3ccccc3C(C)(c3ccccc31)C1C(=O)NC(=O)C12 (stereo not drawn)	/	1
Cc1ccc(Nc2nc(Nc3cccc([N+](=O)[O-])c3)nc(SC(=S)N3CCOCC3)n2)cc1	/	8
CCCn1c(CNc2ccccc2O)nc2ccccc21	88	4
Cc1ccn2cc(C(=O)Nc3ccc4c(c3)OCCO4)nc2c1	106	2
CCCOc1ccc2c(oc(=O)c3ccccc32)c1C	/	6
O=C(NCc1ccccc1Cl)c1cnn2cccnc12	170	15
NC(=O)NC(c1ccccc1)c1ccccc1	/	8
COC(=O)c1ccc(COc2ccc3c4c(c(=O)oc3c2)CCCC4)cc1	209	/
C=CCOC(=O)C1=C(C)NC2=C(C(=O)CCC2)C1c1ccccc1OC (stereo not drawn)	117	/
COc1ccc(NC(=O)CN(c2ccccc2Cl)S(C)(=O)=O)cc1OC	/	8
O=C(Nc1ccc(Cl)cc1)C1CC2CCCC(C1)C2=O (stereo not drawn)	96	-2
COC(=O)c1cc2occc2n1CC(=O)Nc1ccc(OC)c(OC)c1	94	-1
O=C(OCCCCN1C(=O)c2ccccc2C1=O)c1ccc(Br)o1	134	3

Next part
mol	BAP1 block	HePTP inh
O=C1CC(c2ccccc2)Cc2nc(N3CCc4ccccc43)ncc21 (stereo not drawn)	/	1
O=C(NC(=S)Nc1ccc2oc(-c3ccc(F)cc3)nc2c1)c1ccc(Cl)cc1	/	0
CN1CCCc2cc(C#N)c(=O)[nH]c21	/	4
COc1ccc(NC2=CC(c3ccccc3F)N(c3ccc(OC)cc3)C2=O)cc1 (stereo not drawn)	/	-13

Filtered by structure: the entries above with a tert-butyl group (3)
mol	BAP1 block	HePTP inh
CC(C)(C)c1nnc(NC(=O)CSc2ncn[nH]2)s1	/	9
CC(C)(C)c1nc2scc(-c3cccs3)c2c(=O)o1	99	8
CCOC(=O)N1CCN(C(=O)CSc2nnc(-c3ccc(C(C)(C)C)cc3)o2)CC1	91	2
